Compound activity as filed in PubChem BioAssay.
NOD2-RIPK2 inh – inhibitors of human NOD2-RIPK2 interaction; 0.38% of 360,000 active; CHO BLA complementation NOD2-RIPK2, CCF4 ratio; O43353; inhibition, % at 4.98 µM; in the data active = inhibition above about 21%;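 also: 0% = vehicle only and 100% = reference blocker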
Target sequence (O43353 whole entry, looked up): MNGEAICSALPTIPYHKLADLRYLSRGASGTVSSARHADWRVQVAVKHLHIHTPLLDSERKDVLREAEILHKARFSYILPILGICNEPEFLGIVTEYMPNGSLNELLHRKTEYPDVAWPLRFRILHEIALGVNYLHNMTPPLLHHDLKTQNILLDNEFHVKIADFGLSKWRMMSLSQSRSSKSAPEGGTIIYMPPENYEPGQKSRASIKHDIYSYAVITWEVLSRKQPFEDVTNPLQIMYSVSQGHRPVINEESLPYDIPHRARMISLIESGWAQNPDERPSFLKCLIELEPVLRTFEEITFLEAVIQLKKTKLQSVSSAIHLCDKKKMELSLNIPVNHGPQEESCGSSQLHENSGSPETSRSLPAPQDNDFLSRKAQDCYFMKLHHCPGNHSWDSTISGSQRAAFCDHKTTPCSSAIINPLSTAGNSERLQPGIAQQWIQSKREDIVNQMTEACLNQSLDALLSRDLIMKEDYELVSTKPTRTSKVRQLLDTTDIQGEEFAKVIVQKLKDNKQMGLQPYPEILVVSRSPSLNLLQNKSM
TLR9-MyD88 block – blocks human TLR9 binding to MyD88; AID 504734; CHO BLA complementation TLR9-MyD88, CCF4 FRET ratio; Q9NR96+Q99836; inhibition, % at 4.98 µM; 0.21% of 340,000 active;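 active = inhibition above the mean over all tested compounds plus 3 SD, cut at about 21% in these data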;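 also: 0% = DMSO only wells and 100% = clavulanate BLA inhibitor control wells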
MC4R ag barr – agonists of human melanocortin 4 receptor (MC4R) beta-arrestin; 0.98% of 360,000 active; P32245; activation, % at 8.9 µM; U2OS MC4R beta-arrestin complementation, luminescence; percent of melanotan II response, DMSO zero;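 active = activation above a per-plate cutoff, the mean activation of sample wells on that plate plus 3 SD, cut at about 8% in these data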
COUP-TFII inh – inhibitors of human COUP-TFII (NR2F2). P24468. HEK293T NGFI-A luciferase reporter, luminescence. inhibition, % at 8.6 µM. 0.7% of 370,000 active;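 active = inhibition above a per-plate cutoff, mean inhibition of test wells between control levels plus 3 SD, cut at about 38% in these data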;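 also: cells cotransfected with COUP-TFII expression vector driving the NGFI-A reporter; 0% = median of COUP-TF2 test wells and 100% = reporter-only cells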
Target sequence (P24468 whole entry, looked up): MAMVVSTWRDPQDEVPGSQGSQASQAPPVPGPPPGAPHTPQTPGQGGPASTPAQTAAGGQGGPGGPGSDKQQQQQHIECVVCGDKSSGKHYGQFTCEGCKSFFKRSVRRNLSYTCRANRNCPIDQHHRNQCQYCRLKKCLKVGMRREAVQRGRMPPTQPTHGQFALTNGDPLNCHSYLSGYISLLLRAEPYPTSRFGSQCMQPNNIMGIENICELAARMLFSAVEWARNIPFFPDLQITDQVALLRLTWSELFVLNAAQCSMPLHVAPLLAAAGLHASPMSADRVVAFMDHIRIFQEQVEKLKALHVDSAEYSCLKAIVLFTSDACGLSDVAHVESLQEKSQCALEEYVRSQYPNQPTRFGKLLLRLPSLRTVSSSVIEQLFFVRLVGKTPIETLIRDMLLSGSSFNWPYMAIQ
NCOA3 inh – inhibitors of human steroid receptor coactivator 3 (SRC3); Q9Y6Q9; HEK293 GAL4-SRC3 luciferase reporter, luminescence; inhibition, % at 3.6 µM; 0.17% of 360,000 active; AID 588352;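 active = inhibition above a per-campaign cutoff, the mean of all compounds plus 3 SD, cut at about 60% in these data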;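 also: 0% = DMSO-treated cells and 100% = gossypol-treated cells at 36 µM; higher means less SRC3-driven luciferase light from the GAL4 reporter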
NR5A2 inv ag – inverse agonists of human LRH-1 (NR5A2) | O00482 | HEK293T StAR-luciferase reporter, LRH-1 transfected, 24 h | inhibition, % at 3.6 µM | 0.13% of 360,000 active | AID 602396;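 active = inhibition above the mean inhibition of all tested compounds plus 3 SD, cut at about 73% in these data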;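 also: 0% = DMSO wells and 100% = reporter-only cells lacking LRH-1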
NCOA2 inhibitor – inhibits human steroid receptor coactivator 2 | 0.17% of 370,000 active | HEK293 GAL4-SRC2 luciferase reporter, luminescence | inhibition, % at 9 µM;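 active = inhibition above the mean inhibition of all tested compounds plus 3 SD, set per campaign, cut at about 52% in these data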;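 also: 0% = DMSO treated cells and 100% = cells given Gossypol at 36 µM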
ABHD5-PLIN5 inh – ABHD5-PLIN5 protein interaction inhibition | AID 602281 | 0.78% of 360,000 active | inhibition, % at 4 µM | Split G. princeps luciferase complementation, luminescence, 4 h;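 active = inhibition above the mean inhibition across every tested compound plus 3 SD, cut at about 22% in these data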;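 also: 0% = DMSO only wells and the 100% control is not disclosed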
SRC1 inh – inhibits human SRC1 coactivator | Q15788 | HEK293 GAL4-SRC1 luciferase reporter, luminescence | inhibition, % at 3.6 µM | 0.12% of 360,000 active | AID 588354;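 active = inhibition above the campaign mean plus 3 SD, with each screening campaign given its own cutoff, cut at about 60% in these data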;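 also: 0% = DMSO treated cells and 100% = gossypol at 36 µM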
EBV LMP1 NFkB – reduces LMP1-driven NF-kappaB luciferase signal; LMP1-induced NF-kappaB luciferase reporter cells, luminescence; inhibition, % at 12.5 µM; 0.69% of 350,000 active; AID 504558; in the data active = inhibition above about 41%;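 also: 0% = neutral control wells and 100% = reference inhibitor control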
MC4R antagonist – antagonists of human melanocortin 4 receptor (MC4R). P32245. MC4R-expressing cells, MTII-stimulated cAMP, LANCE TR-FRET. inhibition, % at 6.5 µM. 0.48% of 360,000 active;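 active = inhibition above its plate's cutoff, the mean of tested wells on that plate plus 3 SD, cut at about 29% in these data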;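 also: 0% = Melanotan II alone and 100% = Melanotan II plus saturating MCL0020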
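Material – human MC4R-expressing U2OS cells · Repeats – no replicates · Detection – TR-FRET with Eu-cAMP and labeled anti-cAMP, 671 nm · Times – compound 30 min, challenge 1 h, detection 1 h · Compound – single nominal compound dose of 6.5 µM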
The depositor's hits bear a star; . = not tested or not shown; & = joins results of further samples. A portion of the library (hit frequency here may not be typical).

The first two entries, to show the layout:
SMILES	NOD2-RIPK2 inh	TLR9-MyD88 block	MC4R ag barr	COUP-TFII inh	NCOA3 inh	NR5A2 inv ag	NCOA2 inhibitor	ABHD5-PLIN5 inh	SRC1 inh	EBV LMP1 NFkB	MC4R antagonist
COc1ccc(NC(=O)Cc2ccsc2)cc1S(=O)(=O)N1CCCCC1	2	4	-1.1	-2	-21	-8	13	-5	6	5	9
COc1ccc(-c2cc(C(F)(F)F)n3nc(C(=O)Nc4c(C)n(C)n(-c5ccccc5)c4=O)c(Cl)c3n2)cc1	-7	2	-2.1	15	8	-1	-4	1	-29	7	-10

This part in full, repeating the preview:
SMILES	NOD2-RIPK2 inh	TLR9-MyD88 block	MC4R ag barr	COUP-TFII inh	NCOA3 inh	NR5A2 inv ag	NCOA2 inhibitor	ABHD5-PLIN5 inh	SRC1 inh	EBV LMP1 NFkB	MC4R antagonist
COc1ccc(NC(=O)Cc2ccsc2)cc1S(=O)(=O)N1CCCCC1	2	4	-1.1	-2	-21	-8	13	-5	6	5	9
COc1ccc(-c2cc(C(F)(F)F)n3nc(C(=O)Nc4c(C)n(C)n(-c5ccccc5)c4=O)c(Cl)c3n2)cc1	-7	2	-2.1	15	8	-1	-4	1	-29	7	-10
COc1ccc2c(c1)[nH]c1c(=O)n(CCCn3ccnc3)cnc12	-5	1	-1.8	-5	15	6	4	-4	-7	-1	-2
O=C(NNS(=O)(=O)c1ccc(Cl)cc1)c1cccs1	8	-8	0.0	1	8	6	-21	1	16	-3	2
Cc1cc(/C=N/NC(N)=S)c(C)n1-c1ccc(Cl)cc1	-5	9	-1.6	0	2	11	-3	-13	2	-8	-20
CC(CCc1ccccc1)NC(=O)C(=O)Nc1ccccc1 (stereo not given)	0	10	-2.3	-9	-15	-14	-60	3	-29	-8	4
C=CCn1c(C)c(C(C)=O)cc(NC(=O)c2ccccc2)c1=O	-7	-8	-2.2	1	4	1	2	-1	-6	-20	-6
CCN1C(=O)c2cccc3c(Cl)ccc1c23	1	2	3.2	-16	11	19	-15	9	-32	12	-9
Cc1cc(NC(=O)CSc2nc3cc(C(=O)NCCCOC(C)C)ccc3c(=O)n2Cc2ccco2)no1	30*	-5	1.4	17	11	-9	-18	-2	7	-7	-16
COc1ccc(NC(=O)c2cccc(S(=O)(=O)N(C)c3ccccc3)c2)cn1	-7	-1	-1.4	8	-3	7	-1	-2	-1	2	3
O=C(OCc1c(-c2ccccc2)ncc2ccccc12)c1ccc(F)cc1	-3	-1	1.1	7	-7	-22	1	3	2	-15	-10
COc1ccccc1NS(=O)(=O)c1ccc(C)c(C(=O)NNC(=O)c2csc(N3CCOCC3)n2)c1	-19	0	0.5	9	-18	19	14	-7	-1	6	-1
Cc1cc(C)nc(NS(=O)(=O)c2ccc(NC(=O)CN3C(=O)S/C(=C\c4ccccc4)C3=O)cc2)n1	-12	-5	1.0	9	29	-22	6	6	-1	4	4
COc1ccc(CSc2nc3ccccc3[nH]2)cc1	-2	4	-1.0	-37	-90	-127	-49	0	-72	7	-7
COc1ccc(CNC(=O)CSc2n[nH]c(N)n2)cc1OC	-3	0	1.0	3	-11	13	-7	-2	-36	3	1
O=C1c2oc3ccccc3c(=O)c2C(c2cccnc2)N1CCCN1CCOCC1 (stereo not given)	-6	-4	0.1	-3	18	10	2	0	7	0	-2
O=S(=O)(NCCN1CCOCC1)c1cccs1	1	6	-1.5	-5	13	-9	-50	6	-4	-2	9
COc1ccc2ccccc2c1/C=N\n1c(C)cc(C)c(C(N)=O)c1=O	-7	4	1.1	8	-23	-16	1	4	-7	4	5
CC1=C(C(=O)Nc2cccc(C(=O)NCc3ccccc3C)c2)SCCO1	-14	2	-1.1	-2	8	1	2	1	-1	1	2
CCOC(=O)Cc1csc(SCC(=O)c2c(N)n(CC(C)C)c(=O)n(C)c2=O)n1	3	-1	-0.1	35	25	17	7	12	26	10	6
Cc1ccc(C(C)(C)C)c(OCCCCN2CCCC2)c1	0	-7	1.6	1	13	-3	0	1	-16	-6	2
O=C1CCN(Cc2ccc(O)cc2)CCN1CCO	2&-4	-9	-0.4	3&-13	7	-14&-9	-20&-25	1&12	1	2	10
CCCCc1ccc(-n2c(Cc3cccs3)n[nH]c2=S)cc1	0	0	0.2	3	12	7	6	-8	11	9	3
COC(=O)c1ccccc1NC(=O)CN(C)S(=O)(=O)c1cc(C)ccc1OC	-2	-8	-0.2	9	2	-6	-13	5	2	15	3
COc1ccccc1NC(=O)CCc1nnc2ccc(N3CCN(C)CC3)nn12	2	6	-2.6	-14	-1	0	-22	0	-15	-2	7
N#Cc1ccccc1COC(=O)c1ccc2c(c1)OCO2	-10	14	-1.9	-20	19	-6	-5	4	-6	-3	4
CCOc1ccccc1C(=O)OCC(=O)Nc1cc(Cl)ccc1Oc1ccccc1	1	-4	0.3	18	4	-14	-6	-1	16	-6	7
C=CCOc1c(CNc2ncn[nH]2)cccc1OC	0	3	-1.2	0	5	1	-13	-2	-65	-2	-1
Oc1cccc(C2c3[nH]c4ccccc4c3CCN2Cc2ccoc2)c1 (stereo not given)	-6	4	-1.5	17	19	13	-22	21	-52	1	-1
COc1ccc(OC)c(CCNC(=O)c2cccc(NC(=O)C3=C(C)OCCS3)c2)c1	1	4	-2.1	4	-3	3	6	-3	5	-2	-5
Cc1cccc(N2CCN(C(=O)COc3ccc4c(c3)CCC4)CC2C)c1 (stereo not given)	-1	-2	2.0	19	-21	0	2	0	-5	-10	-7
CS(=O)(=O)N(CC(=O)Nc1ccc2c(c1)OCO2)c1ccccc1	-12	15	-0.9	11	6	6	-6	9	4	-14	10
CSCCC(=O)N1CC[C@@H](N2CCN(c3ccccc3F)CC2)[C@H](O)C1	1	7	-0.7	-26	15	1	-6	11	0	0	4
CCc1ccccc1N(C(=O)c1snc(C(N)=O)c1N)C(C(=O)NCC1CCCO1)c1ccc(OC)c(OC)c1 (stereo not given)	3	-5	-1.1	10	10	11	10	-2	17	7	16
Cc1cc(C)nc(NC2=NCCN2C(=S)Nc2ccc(C)c(C)c2)n1	-3	-8	-1.4	8	21	17	-23	4	-17	32	-7
COc1ccc(S(=O)(=O)NC(=O)C2(C)CCN2C(=O)CC2CCCCC2)cc1OC (stereo not given)	-4	.	-1.9	18	0	8	5	-7	9	.	1
COC(=O)Cc1ccc(NC(=S)N2CCN(c3ccccn3)CC2)cc1	-2	-3	-1.4	17	11	9	2	1	-8	2	0
O=C(NC1CCc2ccccc21)c1cc(COc2cncc(Cl)c2)on1 (stereo not given)	-1	-14	-3.0	-2	-8	-7	-11	3	-21	-4	1
COc1ccc(C2Nc3ccccc3C(=O)N2NC(C)=O)c(OC)c1 (stereo not given)	0	-16	0.1	-4	4	-2	4	-7	-10	-32	2
Cc1ccc(S(=O)(=O)N2[C@@H](c3ccc(C(C)(C)C)cc3)C(C(=O)O)=CC[C@H]2c2ccc3c(c2)OCO3)cc1	-3	6	0.7	-3	3	4	16	2	22	2	-3
CN(C)CCCNC(=O)c1ccc(Cl)c(S(=O)(=O)N2CCCCCC2)c1	-7	4	1.3	-21	5	3	-3	-10	8	-3	-4
CCCn1c(SCC(=O)NC2CCC(C)CC2)n[nH]c1=O (stereo not given)	5	-3	0.0	2	10	3	16	-6	-21	6	8
CN(C)S(=O)(=O)c1ccc(Cl)c(-c2nnc3n2CCCCC3)c1	4	8	-2.1	0	0	5	-12	-8	-2	-15	7
Cc1nonc1NC(=O)c1ccc(Cl)c(S(=O)(=O)N2CCCCC2)c1	-1	8	-2.3	8	1	18	18	1	5	-2	7
Cc1cc(NC(=O)CC(CN(C)S(=O)(=O)c2ccccc2)c2ccccc2)no1 (stereo not given)	-8	-7	1.5	3	8	0	13	1	3	3	11
Cc1ccc(OCc2cc(C(=O)NCC(C)(C)N3CCOCC3)no2)cc1C	0	-6	1.7	-19	-78	-95	-51	-9	-207	-38	2
COc1ccc(N2C(=O)CSC(c3ccccc3)C2=O)cc1 (stereo not given)	-10	-13	-2.6	-33	-13	3	-9	-2	12	10	18
CN(Cc1ccccc1)C(=O)CCn1c(=O)oc2ccccc21	4	5	-0.5	-8	16	27	-11	-2	9	-2	4
Cc1cccn2c(=O)c3cc(C(=O)N4COCC4(C)C)n(Cc4ccccc4)c3nc12	-24	4	-0.2	14	10	-1	9	0	6	0	7
C=CCOc1ccc(/C=C2/C(=O)ON=C2C)cc1OCC	-11	-3	-0.8	3	7	-19	13	0	2	6	-4
O=C(Cn1cc(COc2c(Br)cc(F)cc2Br)nn1)c1ccc(O)cc1	1	0	-0.7	-1	1	-14	-48	5	-1	1	4
Cc1nn(-c2ccccc2)c(C)c1NC(=O)COC(=O)C1CC(=O)N(CCc2ccccc2)C1 (stereo not given)	-4	-7	-2.0	-5	-4	4	-10	3	27	-10	8
Cc1noc(C)c1C(=O)N1CCCC1	1	5	0.1	-1	5	-11	4	1	3	5	-5
Cc1ccc(S(=O)(=O)NCC2CCC(C(=O)NC3CCCCC3)CC2)cc1 (stereo not given)	-5	4	0.8	5	-15	-1	-20	-1	-3	-6	16
CCCCn1c(N)c(N(CCOC)C(=O)C2CCN(S(=O)(=O)c3ccc(C)cc3C)CC2)c(=O)[nH]c1=O	-2	2	3.0	15	7	14	-5	3	13	-5	6
CSC(SC)=C(C#N)C(=O)c1ccccc1	1	-10	24*	-1	0	-3	-51	-4	-11	-7	38*
CC1CC(C)CN(C(=O)c2cccc(NC(=O)CC3SC(N4CCCCC4)=NC3=O)c2)C1 (stereo not given)	-9	-13	-0.9	1	2	5	5	-4	7	9	0
COC(=O)c1cc(COC(=O)c2ccc(OC)c(S(=O)(=O)N3CCCC3)c2)oc1C	9	-11	-0.9	-12	0	20	6	2	8	-8	2
O=C(CCCn1c(=S)[nH]c2cc3c(cc2c1=O)OCO3)NC1CC1	-6	-9	-2.4	1	13	-16	7	-1	-6	-10	-3
O=C(CCc1nc2sc3c(c2c(=O)[nH]1)CCCC3)NCCc1ccc(Cl)cc1	2	3	0.7	2	-6	1	26	-4	10	5	4

(further entries)
SMILES	NOD2-RIPK2 inh	TLR9-MyD88 block	MC4R ag barr	COUP-TFII inh	NCOA3 inh	NR5A2 inv ag	NCOA2 inhibitor	ABHD5-PLIN5 inh	SRC1 inh	EBV LMP1 NFkB	MC4R antagonist
CCN(CC)CCCN1C(=O)c2oc3ccccc3c(=O)c2C1c1cccnc1 (stereo not given)	-5	6	1.6	-1	7	-8	-28	2	4	-2	-3
Cc1ccsc1CNC(=O)C1(C)CCN1C(C)C (stereo not given)	1	.	-0.9	-6	1	23	-16	0	9	.	-4
O=C(NC(NC(=S)Nc1cccc(Cl)c1)C(Cl)(Cl)Cl)OCc1ccccc1 (stereo not given)	10	-5	8.2	-7	12	26	20	-16	16	-1	8
CCc1nc(C)ccc1OCC(=O)N1CCc2c([nH]c3ccccc23)C1c1ccccn1 (stereo not given)	11	-4	0.5	8	15	14	-6	-2	5	-4	11
